TRb-SRC2 inh = inhibitors of human thyroid hormone receptor beta-SRC2 interaction; P10828; TRbeta-SRC2 peptide binding, fluorescence polarization; receptor liganded with 1 µM T3; Potency, µM (doses to about 106 µM), for inactives: at the highest dose activity change, negative = inhibition, actives largely listed as inhibitors; 280,000 compounds, 0.065% hits; AID 1469;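 note: plate controls were bound peptide for no effect and peptide without receptor for full effect; nearly all actives have a fitted effect of over 50% in size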
Target sequence (P10828 whole entry, looked up): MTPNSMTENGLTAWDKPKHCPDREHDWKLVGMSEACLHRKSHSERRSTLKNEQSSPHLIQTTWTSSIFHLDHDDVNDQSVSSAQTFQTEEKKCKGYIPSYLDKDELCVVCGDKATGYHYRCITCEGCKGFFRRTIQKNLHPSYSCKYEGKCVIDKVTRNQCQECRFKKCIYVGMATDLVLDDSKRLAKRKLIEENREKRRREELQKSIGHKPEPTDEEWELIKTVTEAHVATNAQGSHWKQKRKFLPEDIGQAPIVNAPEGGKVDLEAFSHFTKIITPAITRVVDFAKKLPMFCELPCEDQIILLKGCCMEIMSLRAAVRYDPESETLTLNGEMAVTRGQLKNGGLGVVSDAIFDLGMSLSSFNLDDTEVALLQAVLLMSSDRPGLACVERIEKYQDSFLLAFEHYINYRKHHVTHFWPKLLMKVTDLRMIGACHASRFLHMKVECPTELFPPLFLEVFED
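Read-out is fluorescence polarization (555 nm excitation, 632 nm emission) of a Texas Red SRC2 coactivator peptide; loss of signal reflects blocked binding to human TRb ligand-binding domain in the presence of 1 uM T3.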
RECQ1 inh = RECQ1 (human) helicase inhibition; P46063; AID 2549; Potency, µM (titrated, usually from 57.3 µM), without a hit: at the highest dose activity, negative = inhibition, hits mostly inhibitors; 240,000 compounds, 0.54% hits; RECQ1 DNA unwinding, red fluorescence kinetic read;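 note: plate controls were vehicle for no effect and no enzyme for full effect; nearly all actives have a fitted effect of over 30% in size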
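RECQ1T1 50 nM; forked duplex (20 bp + 30-nt ss tails) 200 nM, ATP 2 mM final; pH 8.0, 2 mM MgCl2, 2.5 ug/ml poly(dI-dC); 15 min compound preincubation; discontinuous kinetic read over 2 h at RT.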
L3MBTL1 block = blocks human L3MBTL1 | AlphaScreen L3MBTL1–H3K9me1 peptide binding | Q9Y468 | AID 485360 | 230,000 compounds, 0.66% hits | Potency, µM (doses to about 57.1 µM), inactives show top-dose activity, negative = inhibition, most hits filed as inhibitors; note: nearly all actives have a fitted effect of over 60% in size
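AlphaScreen proximity signal between nickel-chelate acceptor and streptavidin donor beads (final 10 ug/mL) reports binding of 50 nM L3MBTL1 to 75 nM biotin-H3 K9me1 peptide; complex incubated with compounds 30 min at room temperature; cefsulodin titration as control.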
JMJD2E inh = blocks human JMJD2E demethylase activity. B2RXH2. 230,000 compounds, 1.6% hits. JMJD2E catalytic domain, FDH-coupled NADH fluorescence (FDH is formaldehyde dehydrogenase). Potency, µM (series often up to 57.1 µM), for the others: at the top dose activity change, negative = inhibition, hits mostly inhibitors. AID 2147; active = well fitted inhibition curve with a large enough effect, not every such curve was filed as active; inconclusive = small, poorly fitted or top-dose-only effect, or another doubt; inactive = no such curve, though single readings can be large or run the other way;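 note: 0% = wells with enzyme and -100% = buffer wells without enzyme; nearly all actives have a fitted effect of over 50% in size; many of its hits are not listed in these tables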
Tau fibril ThT = blocks human tau fibril formation measured by thioflavin T; P10636; recombinant tau K18 P301L (four-repeat tau fragment), heparin-induced fibrillization, ThT fluorescence; Potency, µM (titrated, usually from 57.4 µM), inactives show top-dose activity, negative = inhibition, actives largely listed as inhibitors; 270,000 compounds, 2.1% hits; note: nearly all actives have a fitted effect of over 55% in size
Target sequence (P10636 561-689 P618L limits assumed): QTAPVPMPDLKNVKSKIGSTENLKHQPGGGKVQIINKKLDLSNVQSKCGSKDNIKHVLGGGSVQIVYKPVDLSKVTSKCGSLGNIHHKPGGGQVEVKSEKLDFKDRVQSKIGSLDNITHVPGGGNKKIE
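In this qHTS, human K18 P301L tau is incubated with compound and heparin for 6 hr at 37 C, and Thioflavin T fluorescence then reports fibril load.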
TR SRC2 fluor cs = alters Texas Red total fluorescence, flagging assay interference. TRb/SRC2 Texas Red total fluorescence interference. 280,000 compounds, 0.29% hits. Potency, µM (doses to about 106 µM), without a hit: top-dose fluorescence change, negative = quenching; active = well fitted curve in either direction with a large enough effect; inconclusive = small, poorly fitted or top-dose-only effect
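Human TRb ligand-binding domain at 0.6 uM with 20 nM Texas Red SRC2 peptide in Tris buffer containing 1 uM T3 and 5% DMSO, incubated with compound 5 h at ambient temperature. Total fluorescence (555/632 nm) calculated as parallel + 2 × perpendicular.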
Tau FP inhib = tau fibrillization inhibition (FP); P10636; K18 P301L tau heparin fibrillization, Alexa594 FP, 6 h; Potency, µM (titrated, usually from 57.7 µM), for the others: at the top dose activity, negative = inhibition, usual class: inhibitors; 280,000 compounds, 0.39% hits; AID 1468; note: nearly all actives have a fitted effect of over 55% in size
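Recombinant K18 P301L […], labeled with Alexa 594 at 0.24 uM over 15 uM unlabeled; heparin inducer 20 uM final; 37 C, 6 hr; FP endpoint.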
GoLoco inh red = inhibitors of human Gai1-RGS12 GoLoco interaction (red fluorophore); 230,000 compounds, 0.44% hits; AID 880; Potency, µM (series often up to 61.6 µM), inactives show at the highest dose activity, negative = inhibition, most hits filed as inhibitors; Gai1:RGS12 GoLoco peptide FP, rhodamine, 10 min; active = well fitted inhibition curve with a large enough effect, not every such curve was filed as active; inactive = no such curve, though single readings can be large or run the other way; note: nearly all actives have a fitted effect of over 30% in size; many of its hits are not listed in these tables
Target sequence (P63096 whole entry, looked up): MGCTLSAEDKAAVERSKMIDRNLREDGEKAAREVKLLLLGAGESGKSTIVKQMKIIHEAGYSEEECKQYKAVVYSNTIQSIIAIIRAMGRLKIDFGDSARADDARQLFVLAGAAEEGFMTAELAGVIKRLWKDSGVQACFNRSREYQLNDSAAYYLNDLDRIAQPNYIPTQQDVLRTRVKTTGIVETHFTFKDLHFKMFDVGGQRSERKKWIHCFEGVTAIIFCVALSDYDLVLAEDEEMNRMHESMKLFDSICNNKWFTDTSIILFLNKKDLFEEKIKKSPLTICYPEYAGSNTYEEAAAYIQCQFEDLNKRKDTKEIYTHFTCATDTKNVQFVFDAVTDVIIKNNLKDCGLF
An asterisk follows results filed as active; i = inactive; ? = inconclusive; nt = no result given; [ ] = another dose, or the depositor's remark. Unless noted, calls come from the whole dose curve; as a rule, active = well fitted curve in the direction sought with a large enough effect; inconclusive = small, poorly fitted or top-dose-only effect, or another doubt; inactive = no such curve, though single readings can be large; an effect the other way counts as inactive or inconclusive. Unless noted, % is set by controls: 0 for no effect and ±100 for the full control effect; potency is the fitted concentration of half-maximal effect. An excerpt; count on the stated rates, not on these rows.

SMILES	TRb-SRC2 inh	RECQ1 inh	L3MBTL1 block	JMJD2E inh	Tau fibril ThT	TR SRC2 fluor cs	Tau FP inhib	GoLoco inh red
CC1CCCCN1CC(=O)N1CCCc2c1c(=O)oc1ccc(OCc3ccccc3)cc21 (stereo not given)	4%	nt	nt	nt	-18%	-1%	-5%	nt
Cn1nnnc1SCC1=C(C(=O)O)N2C(=O)C(NC(=O)C(O)c3ccccc3)C2SC1 (stereo not given)	-1%	i	nt	?	?	-1%	?	-2%
C#CCn1c(/C=C/c2ccc(Cl)cc2)nc2ccccc21	3%	nt	nt	nt	?	-4%	-10%	nt
Cc1ccc(-n2c(C)nc3c(cnn3-c3ccccc3Cl)c2=O)cc1C	4%	-9%	nt	3%	-7%	-3%	4%	5%
COc1ccc(C(=O)N(Cc2nc(-c3ccc(C)cc3)no2)C2CCCCC2)cc1OC	0%	-26%	-17%	-9%	-5%	3%	9%	-2%
Cc1nc2ccc(S(=O)(=O)CCC(=O)Nc3ccc(C(C)C)cc3)cc2s1	-9%	nt	nt	nt	1%	0%	-4%	nt
CCOc1ccc(-c2cc(CCCC(=O)N3CCN(c4ccc(OC)cc4)CC3)no2)cc1	1%	-1%	-12%	-3%	?	-3%	1%	6%
O=C(c1ccc(S(=O)(=O)N2CCC(c3nc4ccccc4[nH]3)CC2)cc1)N1CCOCC1	-5%	-13%	0%	-5%	-3%	0%	1%	5%
Nc1nc(SCc2c(Cl)cccc2Cl)n[nH]1	3%	i	nt	0%	-10%	0%	5%	-17%
C/C(=N\NC(=O)c1c(Cl)cnn1C)c1ccc(NC(=O)c2ccncc2)cc1	6%[53 µM]	-2%	8%	?	?	-1%[53 µM]	-6%	6%
Cc1nc(=O)c(-c2ccccc2)c(C)n1-c1ccc(S(N)(=O)=O)cc1	-12%	-2%	nt	2%	-1%	-2%	0%	-14%
S=C(Nc1cccc2ccccc12)N1CCN(c2ncccn2)CC1	0%	-10%	8%	?	-10%	-1%	4%	nt
CCCN1C(=O)C(O)(C2COC(C)(C)CC2=O)c2ccccc21 (stereo not given)	8%[53 µM]	-11%	0%	12%	-8%	-2%[53 µM]	-6%	-4%
Cc1ccc(C)n1-c1ccc(C(=O)O)cc1	14%	-6%	nt	14µM*	?	0%	-14%	0%
N#Cc1cc(Oc2cccc3cccnc23)c(-n2nnc3ccccc32)cc1C#N	6%	i	14%	32µM*	-11%	-3%	-4%	nt
Cc1ccccc1Cc1c(C)nc2nc(SCC(=O)NCCc3ccc(Cl)cc3)nn2c1C	3%	nt	nt	nt	-13%	1%	9%	nt
Cc1cc(C(F)(F)F)nn1CC(=O)Nc1ccc(Br)c2cccnc12	2%	i	0%	4%	-2%	0%	-3%	7%
CCOC(=O)c1[nH]c(C)c(C(=O)OCC(=O)NC2CCS(=O)(=O)C2)c1C (stereo not given)	-12%	i	-1%	-1%	-2%	-3%	0%	1%
CCCCNC(=O)CCNC(=O)c1ccc(C(C)(C)C)cc1	-3%	-6%	nt	-4%	-8%	-3%	2%	8%
CCC(=O)c1ccc(OCc2ccc(C#N)cc2)cc1	2%	i	14%	6%	-7%	1%	-3%	5%
CSc1nc2c(ccc3ccccc32)o1	-18%	-4%	17%	-26%	-2%	1%	7%	8%
Cc1ccc(O)c(C(=O)c2cnc3c(c2)CN(C)C(=O)N3)c1	-5%	-4%	nt	-23%	-19%	-2%	-1%	10%
O=C(Nc1ccccc1)OC1CCS(=O)(=O)C1 (stereo not given)	-3%	i	0%	8%	10%	0%	0%	7%
CCCP(=O)(CCC)CCP(=O)(c1ccccc1)c1ccccc1	5%	-2%	?	0%	-4%	-3%	6%	nt
COc1cccc(NC(=S)NCc2cccs2)c1	2%	-10%	6%	1%	4%	0%	0%	5%
Cc1cccc(NC(=O)CN2C(=O)S/C(=C\c3ccc(O)c([N+](=O)[O-])c3)C2=O)c1	3%	-7%	nt	-4%	6.3µM*	-3%	1%	29%
CC(=O)Nc1ccc(CN2CCCC(C(=O)c3cccc(C(F)(F)F)c3)C2)cc1 (stereo not given)	-6%	i	-1%	?	3%	1%	-1%	9%
COc1ccc(S(=O)(=O)N2CCOCC2)cc1NC(=O)c1cc2c(s1)CCCC2	2%	-3%	10%	-2%	-4%	-3%	-4%	9%
Cc1ccc(C(=S)N2CCN(Cc3ccccc3)CC2)s1	3%	-1%	-11%	-1%	?	-2%	-6%	-7%
O=C(Cn1c(=O)n(Cc2ccc3c(c2)OCO3)c(=O)c2oc3ccccc3c21)Nc1ccccc1F	-2%	nt	nt	nt	15%	0%	-17%	nt
CCCCC(=O)N1CCCC(C)C1 (stereo not given)	-7%	21%	-18%	-1%	-5%	-5%	?	2%
Cc1ccc(S(=O)c2ccc(C)cc2)cc1	4%	i	10%	-2%	3%	-3%	6%	3%
CC(C)=CC(=O)OCC(=O)Nc1ccc(Cl)cn1	3%	0%	nt	0%	-9%	0%	4%	23%
COc1ccc(OC)c(NC(=O)C2CCN(S(C)(=O)=O)CC2)c1	-12%	-8%	6%[11.4 µM]	-4%	-5%	0%	6%	6%
CC1=C(C(=O)NCc2ccccn2)C2(CCC(C)CC2)OC1=O (stereo not given)	7%	-3%	-18%	-4%	-16%	1%	-8%	2%
CCN(CC)CCCNc1cc(-c2ccccc2)nc(C)n1	-5%	nt	nt	nt	12%	6%	4%	nt
Oc1c(C=C2N=c3ccccc3=N2)sc(=S)n1-c1ccccc1	-14%[53 µM]	-11%	29%	3%	3%	32µM*[quencher]	5%	7%
CC(=O)Cn1ncc(Br)c(Br)c1=O	-7%	24%	-3%	-2%	?	-3%	?	11%
N=C1S/C(=C\c2ccco2)C(=O)N1c1ccc2c(c1)OCO2	1%	-14%	?	-4%	16µM*	-10%	-2%	2%
COc1ccccc1N1CCN(C(c2cccs2)c2nnnn2C2CCCC2)CC1 (stereo not given)	9%	i	nt	-2%	-12%	-4%	10%	5%

Some entries already given, reduced to TRb-SRC2 inh:
SMILES | TRb-SRC2 inh
N=C1S/C(=C\c2ccco2)C(=O)N1c1ccc2c(c1)OCO2 | 1%
Oc1c(C=C2N=c3ccccc3=N2)sc(=S)n1-c1ccccc1 | -14%[53 µM]

The listing picks up; the 2 compounds before the break are reprinted first.
SMILES	TRb-SRC2 inh	RECQ1 inh	L3MBTL1 block	JMJD2E inh	Tau fibril ThT	TR SRC2 fluor cs	Tau FP inhib	GoLoco inh red
N=C1S/C(=C\c2ccco2)C(=O)N1c1ccc2c(c1)OCO2	1%	-14%	?	-4%	16µM*	-10%	-2%	2%
COc1ccccc1N1CCN(C(c2cccs2)c2nnnn2C2CCCC2)CC1 (stereo not given)	9%	i	nt	-2%	-12%	-4%	10%	5%
CCS(=O)(=O)NCCNc1ccc([N+](=O)[O-])cc1	5%	i	-6%	0%	?	-3%	0%	15%
S=C(Nc1ccccc1)Nc1ccc(OCc2ccccc2)cc1	1%	-4%	-5%	11%	-13%	-3%	0%	1%
O=C(Cn1nnnc1-c1ccccc1F)Nc1ccc(F)c(F)c1	-1%	nt	nt	nt	11%	0%	-19%	nt
CCOC(=O)c1ccccc1NS(=O)(=O)c1c(-c2ccc(C)cc2)csc1C(=O)OC	0%	nt	nt	nt	-1%	6%	-12%	nt
COc1ccc(OC)c(-n2c(-c3ccc(C)cc3)n[nH]c2=S)c1	-4%	-4%	-3%	0%	-5%	1%	-6%	2%
COc1ccc(C2=CSC3=NNC4(CCCCC4)NN23)cc1	1%	-5%	-8%	?	22µM*	-3%	0%	8%
O=c1c2ccsc2ncn1Cc1ccccc1F	-2%	i	6%	-4%	3%	0%	2%	6%
O=C(O)c1cccc(NC2=Nc3cccc4cccc2c34)c1	2%	-14%	-2%	?	?	0%	-4%	7%
COc1ccccc1N(C)S(=O)(=O)c1ccc(C(=O)Nc2nc(C)cs2)cc1	3%	-17%	-7%	7%	-12%	-1%	-4%	4%
Cc1ccc(Cl)cc1NC(=O)CN1C=NS(=O)(=O)c2ccccc21	4%	nt	nt	nt	1%	-11%	3%	nt
O=C(CSc1nc(-c2ccccc2)cc(=O)[nH]1)Nc1ccccc1F	4%	nt	nt	nt	3%	-1%	2%	nt
COCCn1c(SCC(=O)Nc2cc(C)on2)nnc1-c1c[nH]c2ccccc12	-2%	-9%	nt	0%	-15%	-2%	3%	1%
COC(=O)Cn1cnc2sc(C)c(S(=O)(=O)N3CCC(C)CC3)c2c1=O	-4%	-4%	6%	5%	-2%	-4%	5%	-9%
CCCC[C@@H]1C[C@H]1[C@@H](NC(=O)c1ccco1)c1ccc(Cl)cc1	6%	-1%	7%	1%	?	-1%	8%	12%
COc1cc(CNCCO)cc(Br)c1OCc1ccccc1Cl	-17%	i	-3%	8%	-9%	1%	-4%	6%
CS(=O)(=O)Nc1ccc(C2=NN(C(=O)c3ccco3)C(c3cccc(F)c3)C2)cc1 (stereo not given)	-10%	-15%	nt	?	-8%	0%	-2%	7%
O=c1c(Cc2c(F)cccc2Cl)c(O)ccn1Cc1ccc(F)cc1	2%	-3%	2%[11.4 µM]	9%	-16%	-2%	-4%	11%
O=C1CC(=O)C(n2cncn2)C(c2ccc(Cl)cc2)C1 (stereo not given)	4%	-3%	8%	8%	-8%	0%	9%	-12%
Cc1c(C(=O)NCCCn2ccnc2)oc2ccccc12	2%	4%	?	-3%	4%	-1%	-13%	6%
CCC(C)c1c(O)nc(SCC(=O)Nc2ccccc2)[nH]c1=O (stereo not given)	-2%	-6%	nt	2%	?	1%	-12%	12%
CC(C)CCN1CC(O)=C(c2nc3ccccc3[nH]2)C1=N	7%	i	nt	5%	?	-5%	9%	1%
CC(C)(C)C(=O)NNC(=O)c1ccc(Oc2cc(Cl)cc(Cl)c2)o1	4%	-5%	7%	-3%	3%	-2%	6%	2%
COC(=O)C1=C(C)NC2=C(C(=O)CCC2)C1c1ccsc1 (stereo not given)	-5%	i	12%	?	-5%	2%	0%	6%
C/C(=C\c1ccco1)C1Nc2cccc3cccc(c23)N1	2%	?	?	?	?	?	-11%	-30%

High-throughput results (PubChem)
